GPR151 activ: activators of human GPR151 | Q8TDV0 | activation, % at 11.2 µM | AID 1508602 | PathHunter beta-arrestin GPR151 cells, luminescence | hit rate 1% among 650,000; in the data active means activation above about 4.9%;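 further: 0% = median of compound wells and 100% = cells with positive control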
TEAD-YAP inh: TEAD-YAP interaction inhibition; HEK-TIYL cells, TEAD-Gal4/YAP UAS-luciferase luminescence; inhibition, % at 9.12 µM; hit rate 1.4% among 640,000; AID 1259422; in the data active means inhibition above about 32%;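 further: 0% = median of test compound wells and 100% = reference inhibitor wells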
MITF primary: human MITF inhibition, primary screen. inhibition, % at 2.6 µM. hit rate 0.91% among 650,000. O75030. AID 1259374. AlphaScreen MITF homodimerization, bead proximity signal; in the data active means inhibition above about 50%;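 further: 0% = vehicle wells with protein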
Target sequence (O75030 whole entry, looked up): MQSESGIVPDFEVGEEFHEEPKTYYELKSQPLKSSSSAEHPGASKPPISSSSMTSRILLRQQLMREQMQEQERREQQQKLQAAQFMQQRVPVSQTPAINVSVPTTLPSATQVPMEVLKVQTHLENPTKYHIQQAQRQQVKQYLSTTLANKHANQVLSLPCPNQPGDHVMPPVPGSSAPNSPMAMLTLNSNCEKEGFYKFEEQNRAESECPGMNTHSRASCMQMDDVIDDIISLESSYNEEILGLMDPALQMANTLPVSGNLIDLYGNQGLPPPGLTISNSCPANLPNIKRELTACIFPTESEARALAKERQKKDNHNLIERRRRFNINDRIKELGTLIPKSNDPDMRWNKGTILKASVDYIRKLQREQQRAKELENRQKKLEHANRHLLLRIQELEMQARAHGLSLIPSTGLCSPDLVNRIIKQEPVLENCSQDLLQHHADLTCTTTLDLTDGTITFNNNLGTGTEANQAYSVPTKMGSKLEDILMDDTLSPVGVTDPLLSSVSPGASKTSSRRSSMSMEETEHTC
FBW7 act: human FBW7 E3 ligase activation, primary screen. Q969H0. AlphaScreen FBW7–phospho-cyclin E peptide binding, activator screen. normalized activity (activation), % at 26.1 µM. hit rate 0.13% among 650,000; in the data active means normalized activity above about 1.9%;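 further: purified mutant Fbw7 with reduced substrate affinity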
An asterisk follows results filed as active.

Sequence of screens – GPR151 activ | TEAD-YAP inh | MITF primary | FBW7 act
(1) Cn1c(CNc2ccc(S(N)(=O)=O)cc2)nc2ccccc21
→ 3.8 | -1 | 11 | 0.0
(2) O=C1NC(NS(=O)(=O)c2ccccc2)(C(F)(F)F)C(=O)N1c1cccc(Cl)c1 (stereo unspecified)
→ -0.5 | 8 | -7 | -0.1
(3) CC(=O)CCS(=O)(=O)c1ccc(NC(C)=O)cc1
→ 1.6 | -6 | 10 | 0.1
(4) C=CCn1c(SCC(=O)Nc2ccc(C(C)(C)C)cc2)nc2sc3c(c2c1=O)CCCC3
→ -0.4 | 7 | -15 | 0.1
(5) CCN(c1ccccc1)C1(O)C(=O)c2ccccc2C1=O
→ -1.9 | -5 | -12 | -0.1
(6) CNC(=O)c1ccsc1NC(=O)c1ccc(C)c(C)c1
→ -0.8 | -15 | -12 | -0.1
(7) O=C1/C(=C\c2ccccc2)NC(=S)N1CNc1cccc(Cl)c1
→ 2.8 | 12 | 12 | 0.2
(8) Cc1ccc2c(NC(=O)c3ccccc3Cl)noc2n1
→ -1.3 | 24 | -7 | -0.1
(9) CCN1CCN(Cc2nc3c(c(=O)n(C)c(=O)n3C)n2Cc2ccc(C)cc2)CC1
→ -0.4 | -1 | -10 | -0.2
(10) CCCn1c(O)c(C2=c3ccccc3=NC2=O)sc1=S
→ 3.0 | 1 | -5 | -0.2
(11) COc1cccc(OCCn2c(=O)[nH]c3ccccc3c2=O)c1
→ 0.0 | -11 | -11 | -0.1
(12) CCC(CC)c1nnc(NC(=O)c2cc(OC)c(OC)cc2[N+](=O)[O-])s1
→ 1.1 | 2 | 8 | -0.1
(13) CS(=O)(=O)N1CCC(C(=O)N2CCC(Cn3cccn3)CC2)CC1
→ 2.1 | 4 | -2 | -0.1
(14) CCC(c1ccc(F)cc1)n1cc(C(=O)NCCN2CCN(CC)CC2)nn1 (stereo unspecified)
→ 0.6 | 14 | 8 | 0.1
(15) O=C(CN1C(=O)NC2(CCCCCCC2)C1=O)NC(=O)NC1CCCC1
→ 0.6 | -1 | 2 | 0.0
(16) O=C1NC(=O)N(C23CC4CC(CC(C4)C2)C3)C1=O
→ 0.2 | 6 | 8 | 0.0
(17) Cc1ccc2oc(C(F)(F)C(F)F)cc(=O)c2c1
→ 0.8 | 3 | -3 | 0.0
(18) Cc1c(Cl)cccc1NC(=O)CCC(=O)N/N=C/c1ccc(C#N)cc1
→ -1.6 | 0 | 6 | -0.1
(19) O=S(=O)(Nc1ccc2nc(-c3ccco3)[nH]c2c1)c1ccccc1
→ 0.1 | -33 | 0 | 0.0
(20) O=C(N/N=C/c1ccco1)c1ccc(O)cc1O
→ 1.0 | 11 | -15 | 0.1
(21) CCSC1=C(C#N)C(c2ccccc2C)CC(=O)N1 (stereo unspecified)
→ -0.5 | 2 | 12 | 0.1
(22) CCCCn1c(SCC)nc2sc3c(c2c1=O)CCCC3
→ 0.0 | -9 | 17 | 1.6
(23) Cc1nc2c(n1O)CCc1c-2no[n+]1[O-]
→ 2.3 | 5 | 0 | 0.1
(24) COC(=O)Cc1c(C)c2ccc(OCC(=O)OCc3ccccc3)cc2oc1=O
→ -2.2 | -5 | 5 | 0.1
(25) CCC1Oc2ccccc2N(C(C)C(=O)NCc2ccco2)C1=O (stereo unspecified)
→ 1.7 | 8 | 5 | -0.1
(26) COc1ccccc1CN1CCc2nc(N3CCCC(C)C3)[nH]c(=O)c2C1 (stereo unspecified)
→ -0.7 | -10 | 3 | -0.1
(27) Cc1cccc(NC(=O)Cn2c(O)c(/C=C3\C=Nc4ccccc43)sc2=O)c1
→ 3.0 | 0 | 2 | 0.7
(28) Cc1nc2sc(C(c3ccccc3Cl)N3CCN(CCO)CC3)c(O)n2n1 (stereo unspecified)
→ 1.1 | -5 | -8 | -0.1
(29) Cc1cc(/C=C2\C(=O)NC(=S)N(c3ccc(Cl)cc3)C2=O)c(C)n1C
→ -0.7 | 5 | 21 | 0.1
(30) CC(C)CN1C(=O)/C(=C/c2ccc(O)c([N+](=O)[O-])c2)SC1=S
→ 3.3 | 3 | -3 | 0.3
(31) CN(CCNC(=O)c1ccc2c(=O)n3c(nc2c1)CCCCC3)C1CCCCC1
→ -0.4 | -2 | -7 | -0.4
(32) COc1ccc(/C(C)=N/Nc2nc3c(c(=O)[nH]c(=O)n3C)n2C/C=C(/C)Cl)cc1
→ 2.5 | 2 | 13 | -0.1
(33) OCC1(Cc2ccccc2)CCCN(Cc2cccc3cccnc23)C1 (stereo unspecified)
→ -0.7 | -9 | -3 | 0.4
(34) COc1cccc(C(=O)N2CCN=C2SC)c1
→ 0.4 | -10 | -3 | -0.3
(35) CCN(CC)c1ccc(NC(=O)Cn2cnc3sc4c(c3c2=O)CCCC4)c(C)c1
→ 2.3 | -2 | 2 | 0.0
(36) CN(/C=C1\CCCCC1=O)C1CCCCC1
→ -0.4 | -6 | 9 | 0.1
(37) COc1ccc(C(=O)Nc2nnc(SCc3ccccc3F)s2)c(OC)c1
→ -0.5 | -21 | 21 | 0.0
(38) CC(NC(=O)C(=O)NCCC1=CCCCC1)c1ccccc1 (stereo unspecified)
→ -0.2 | 4 | -13 | 0.0
(39) Cc1nnc2n1NC(c1ccccc1)C(C(=O)Nc1ccc(F)cc1)S2 (stereo unspecified)
→ 0.5 | 15 | 19 | 1.2
(40) COc1ccccc1N(CC(=O)Nc1ccccc1C)S(=O)(=O)c1ccc(C)cc1
→ -1.5 | 10 | 2 | -0.1
(41) CCCCc1ccc(-c2nc(Nc3cc(Oc4ccc(F)cc4F)cc([N+](=O)[O-])c3)c3ccccc3n2)cc1
→ 1.8 | -9 | 0 | 0.1
(42) c1cc2c(cc1Nc1nc(N3CCCC3)nc(N3CCCC3)n1)OCO2
→ 1.6 | 12 | 27 | -0.4
(43) COc1ccc(C(=O)OCCNC(=O)c2cccnc2)cc1
→ -0.9 | 2 | 1 | 0.0
(44) COc1ccc(CC(=O)Nc2cccc(C)c2)cc1
→ -0.5 | -24 | -5 | 0.0
(45) O=C(Nc1ccccc1F)c1cnn(-c2ccccc2)c1C1CCNCC1
→ 0.4 | 0 | -1 | 0.0
(46) O=C(O)C1Cc2ccccc2CN1S(=O)(=O)c1ccc(F)cc1 (stereo unspecified)
→ 0.0 | 4 | -7 | 0.0
(47) O=S1(=O)CCN2C(=N1)SC(c1cccs1)=C2c1cccs1
→ -0.6 | -10 | -5 | -0.2
(48) O=C(O)C1C2C=CC(C2)C1C(=O)NC1CCCC1 (stereo unspecified)
→ -0.9 | 7 | 11 | -0.1
(49) CCCC(=O)Nc1nc2n(n1)C(c1ccc(OC)cc1)C=C(c1ccccc1)N2 (stereo unspecified)
→ 0.6 | -2 | 12 | -0.2
(50) CC(=O)c1ccc(NC(=O)c2cccc(F)c2)cc1
→ -1.9 | -26 | -3 | -0.1

More entries:
Sequence of screens – GPR151 activ | TEAD-YAP inh | MITF primary | FBW7 act
(51) COc1ccc(NC(=O)NC(C)(C)CC(C)(C)C)c(OC)c1
→ -0.3 | 11 | 10 | 0.3
(52) CCOC(=O)C1=C(C)Nc2[nH]c(=O)[nH]c(=O)c2C1c1ccccc1[N+](=O)[O-] (stereo unspecified)
→ 1.2 | 2 | 15 | 0.0
(53) CCc1ccccc1NC(=O)CN1C(=O)C2CCCN2C(=O)c2ccccc21 (stereo unspecified)
→ 0.8 | 2 | 2 | -0.2
(54) O=[N+]([O-])c1ccccc1-c1cc(-c2ccccc2)nc(-c2cc(Cl)ccc2O)c1
→ 0.0 | 10 | 10 | -0.1
(55) CC(=O)NC1C(OCCOc2ccc(Cl)cc2C)OC(CO)C(O)C1O (stereo unspecified)
→ -0.1 | -6 | 0 | 0.0
(56) COc1ccccc1N1CCN(C(=O)C[n+]2ccc(C)cc2)CC1
→ -0.4 | -6 | -23 | -0.1
(57) CCS(=O)(=O)c1ccc2oc(NCCc3ccc(F)cc3)nc2c1
→ 1.5 | -1 | 10 | 0.3
(58) CCC(C)NC(=O)CSc1nc(NCC2CCCO2)c2ccccc2n1 (stereo unspecified)
→ 0.4 | 5 | 2 | 0.0
(59) C=CCc1cccc(/C=N/NC(=O)COc2ccccc2C)c1O
→ -0.7 | 1 | -7 | -0.1
(60) O=C(O)CN(Cc1ccc(Cl)c(Cl)c1)S(=O)(=O)c1ccccc1
→ 1.1 | -7 | 9 | 0.0
(61) Cc1cc(F)ccc1S(=O)(=O)NC1=NCCC1
→ -0.6 | 2 | -9 | 0.0
(62) O=C(Cc1ccsc1)N1CCCC(c2nc(N3CCOCC3)ncc2-c2ccncc2)C1 (stereo unspecified)
→ 0.1 | -6 | 1 | -0.1
(63) O=C(N[C@H]1C[C@H]2C(=O)N[C@H](Cc3ccccc3)C(=O)N2C1)c1cccc2ccccc12
→ -0.4 | 5 | 13 | 0.8
(64) Cn1ccnc1SCC(=O)NCCC(c1ccccc1)c1ccccc1
→ -0.5 | 2 | 5 | -0.1
(65) O=C(Nc1cccc(C(F)(F)F)c1)Nc1nnc(N2CCCCCC2)s1
→ 5.2* | -3 | 6 | 0.0
(66) COc1ccc(S(=O)(=O)Nc2cccc(-c3cn4c(C)csc4n3)c2)cc1F
→ 0.9 | 2 | -6 | -0.1
(67) CC(C)N1CCN(Cc2ccccc2O)CC1CCO (stereo unspecified)
→ 1.1 | 7 | 2 | -0.1
(68) COc1ccc(NC(=O)C(C)N2CCC(N3CCCCC3)CC2)cc1 (stereo unspecified)
→ 0.4 | -3 | 13 | 0.1
(69) COc1ccc(C2=NN(C(C)=O)C(c3cc4cccc(C)c4nc3Cl)C2)cc1OC (stereo unspecified)
→ -0.2 | 10 | -17 | -0.2
(70) O=C(Nc1ccc(Cl)c(Cl)c1)c1cc(=O)c2ccccc2o1
→ -2.2 | -1 | -23 | 0.0
(71) Cc1cc(N2CCOCC2)nc2ccc(NC(=O)CC3CCCCC3)cc12
→ -1.2 | 5 | 1 | 0.3
(72) Oc1cccc(Oc2nnnn2-c2ccccc2)c1
→ -1.5 | 0 | 14 | 0.6
(73) OC(CNCc1csc(-c2cccs2)n1)C(F)(F)F (stereo unspecified)
→ -1.5 | -30 | 3 | -0.1
(74) CCCS(=O)(=O)N1CCC(c2nc3ccccc3[nH]2)CC1
→ -2.3 | -7 | 1 | 0.1
(75) CCC(=O)Nc1nc(C)c(C(=O)N2CCOCC2)s1
→ -0.4 | -3 | 8 | 0.0
(76) COc1ccc(-n2cc(-c3ccc(C)cc3)nc2SCC(=O)NCCc2ccccc2)cc1
→ -0.2 | -71 | -1 | -0.1
(77) Clc1ccc(Nc2nc(NCCN3CCOCC3)nc(N3CCCC3)n2)cc1
→ 1.4 | -6 | 6 | -0.1
(78) CCOc1ccccc1N1CCN(S(=O)(=O)c2ccc(OCC)c3ccccc23)CC1
→ -0.8 | 8 | 12 | 0.2
(79) CCCOC1(C(F)(F)F)NC(=O)N(c2ccc(C(C)C)cc2)C1=O (stereo unspecified)
→ 11* | -2 | -1 | 0.2
(80) O=C1c2ccccc2C(=O)C1(N1CCOCC1)N1CCOCC1
→ -0.8 | 6 | 22 | 0.2

Screening data as filed in PubChem BioAssay.
